Hep lipid drop: modulators of hepatic lipid droplet formation; 0.4% of 240,000 active; AID 1656; AML12 mouse hepatocytes, oleate lipid droplets, BODIPY imaging; inhibition, % at 6.5 µM;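 active = lipid droplet intensity inhibited by at least 50%, with more than 500 cells counted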
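Assay system: AML12 hepatocytes (mouse); Probe or stimulus: oleic acid at 100 µM to induce lipid droplet formation; Dosing: compound at 6.5 µM only; Schedule: compound with oleate, overnight; Detection: fluorescence imaging, 20x objective, two fields per well; Measure: % inhibition of lipid droplet signal.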
XIAP antagonists: XIAP antagonists, biochemical, IAP family, fluorescence polarization (AID 1018); 0.007% of 200,000 active; one-dose displacement, % at 20 µM; IC50 in µM for titrated hits; XIAP BIR domain, fluorescence polarization peptide displacement; higher % means a stronger effect; in the data active = displacement above about 50%; also: a part of the inactive calls stands beside numbers as strong as those of hits
MT stabilize HCS: microtubule stabilizers in HeLa cells | 0.83% of 200,000 active | % tubulin-high responders, % at 10 µM | HeLa tubulin immunostaining HCS, 24 h; share of cells brighter than vehicle mean+2SD;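 active = plate Z-score above 3 for both tubulin-high and condensed-nucleus cell shares, with cell loss under 80%, at 10 µM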;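 also: anti alpha tubulin signal scored within the nucleus-defined area of each cell; some results filed as inactive read as strong as hits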
ER stress rescue: rescue of cells from ER stress-induced death, primary screen, 384-well, CSM14.1, thapsigargin, ATP luminescence (AID 1222); 190,000 tested, under 10 active; one-dose cellular ATP content (survival), % at 20 µM; EC50 in µM for titrated hits; CSM14.1 thapsigargin-induced death rescue, ATP luminescence; higher % means a stronger effect;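 active = EC50 below 50 µM in the dose-response confirmation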;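 also: death triggered by thapsigargin at about 15 µM added after 2 h compound pretreatment; cell ATP read after overnight thapsigargin exposure of roughly 18 to 22 hours; normalized against plate controls of thapsigargin alone and 5% DMSO vehicle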
WT yeast gro inh: growth inhibition of WT yeast, mitochondrial fusion screen; mitochondrial fusion phenotypic screen, WT strain; inhibition, % at 10 µM; 2.1% of 190,000 active; AID 1362; in the data active = inhibition above about 58%; tested in S. cerevisiae
Autophagy HCS: autophagy modulation, high-content screen; 0.98% of 190,000 active; calls only at 10 µM (by protocol); MEF GFP-LC3 puncta imaging; test concentration mostly 10 µM;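 active = percentage of spot-positive cells more than 3 SD above its plate mean, without a fluorescence outlier flag or 80% toxicity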;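 also: spot-positive cell cutoff set from DMSO-treated cells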
bCat nuc transl: modulators of beta-catenin nuclear translocation; HeLa beta-catenin nuclear translocation, immunofluorescence imaging; AID 1665; 0.3% of 190,000 active; nuclear translocation activity, % at 5 µM;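 active = nuclear translocation activity above 50% at 5 µM, with a well cell count of 50 or more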;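 also: per-cell ratio of nuclear to cytoplasmic median beta-catenin stain intensity; plate controls were DMSO negative control for no effect and GSK-3 inhibitor IX positive control for full effect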
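System: Human HeLa cells, endogenous beta-catenin | Compound dosing: 5 µM primary, 0.02–20 µM confirmation | Timing: 24 h compound exposure at 37°C, 5% CO2 | Measured by: Fluorescence imaging of beta-catenin antibody stain plus DAPI | Read-out basis: % activation of per-cell nuclear versus cytoplasmic median beta-catenin signal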
Dynein cargo inh: blocks dynein driven cargo transport along microtubules; 0.47% of 220,000 active; z-score, hits read low; AID 1381; 3617.4 mouse cells, GR-EGFP nuclear translocation imaging; test concentration mostly 20 µM; stimulated with dexamethasone, 1 µM; stronger effect = lower value;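 active = plate z-score of nuclear minus cytoplasmic receptor signal below a set negative limit, without overly bright fluorescence or cell loss, cut at about -3.5 in these data, passing the limit was not always enough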;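 also: z-score of nuclear minus cytoplasmic ring GR-EGFP intensity difference per well; some compounds called inactive have numbers as strong as hits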
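Buffer or medium: Induction medium lacking tetracycline, stripped serum | Also added: Dexamethasone agonist, 1.0 µM final, for 30 min | Timing: 48 h induction, 1 h compound, 30 min dex at 37 °C | Detection: Formaldehyde fixation, Hoechst nuclear stain, 10x automated fluorescence imaging | Measure: Nuclear versus cytoplasmic GR-EGFP signal, averaged per well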
Insulin prom up: MIN6 insulin promoter up-regulation | MIN6 insulin promoter-GFP reporter, high-content imaging; stronger effect = higher value | z-score at 5 µM | 0.3% of 190,000 active | AID 1625;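 active = z-score above 3 at 5 µM with at least 500 cells counted in the well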
WT yeast gro inh mutant strain: recorded beside WT yeast gro inh, whose call it bears; inhibition, %; mitochondrial fusion phenotypic screen, mutant strain inhibition
Dynein cargo inh cytoplasmic EGFP: recorded beside Dynein cargo inh, whose call it bears; z-score; measured here: cytoplasmic GR-EGFP intensity; stronger effect = higher value
Dynein cargo inh nuclear GR-EGFP: further read-out of Dynein cargo inh, marked with its call; z-score; measured here: nuclear GR-EGFP intensity;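 lower value marks the stronger effect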
Dynein cargo inh cell count: also measured in Dynein cargo inh; calls as there; z-score; measured here: cell count per field
Insulin prom up cell count: recorded beside Insulin prom up, whose call it bears; cell count; measured here: cytotoxicity, nuclei count;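 total cells summed across four imaged fields per well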
Hep lipid drop cells 6.5 µM: second read-out of Hep lipid drop, no call of its own (marks repeat the call); cell count; measured here: cell count, cytotoxicity flag;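 cells counted across two imaged fields per well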
bCat nuc transl cell count 5 µM: second read-out of bCat nuc transl, no call of its own (marks repeat the call); cell count; measured here: cell count, cytotoxicity flag
MT stabilize HCS Hoechst-high %: also measured in MT stabilize HCS; calls as there; % Hoechst-high responders; measured here: nuclear condensation Hoechst responders;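 share of cells brighter than vehicle mean plus two SD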
MT stabilize HCS cytotoxicity %: recorded beside MT stabilize HCS, whose call it bears; toxicity, %; measured here: cytotoxicity by cell density;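 0% = mean cell density of plate MIN control wells and 100% = no cells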
Autophagy HCS cell loss 18 h: also measured in Autophagy HCS; calls as there; toxicity, %; measured here: cell loss, nuclei count;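 cell loss after 18 h compound exposure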
Numbers without * were called inactive; i = inactive; . = not tested or not shown.

SMILES	Hep lipid drop	Hep lipid drop cells 6.5 µM	XIAP antagonists	MT stabilize HCS	MT stabilize HCS Hoechst-high %	MT stabilize HCS cytotoxicity %	ER stress rescue	WT yeast gro inh	WT yeast gro inh mutant strain	Autophagy HCS	Autophagy HCS cell loss 18 h	bCat nuc transl	bCat nuc transl cell count 5 µM	Dynein cargo inh	Dynein cargo inh cytoplasmic EGFP	Dynein cargo inh nuclear GR-EGFP	Dynein cargo inh cell count	Insulin prom up	Insulin prom up cell count
C=CCNC(=S)NNC(=O)C(CCCC)CC(O)COCC(C)C (stereo not drawn)	8	756	.	.	.	.	.	.	.	.	.	-0.5	1130	0.84	-0.27	0.37	0.38	-0.13	1483
COc1ccccc1N(CC(=O)NC1CCCC1)C(=O)c1oc(C(C)(C)C)cc1C	-35	638	-2.4%	3.8	2.3	4.6	4.4%	32	-8	i	12	0.3	1527	-0.57	-0.27	-0.14	0.37	-0.49	1447
CC1C=CCC2C(=O)N(c3ccccc3OC(=O)c3ccco3)C(=O)C12 (stereo not drawn)	0	604	2.9%	2.0	2.5	5.3	-1.3%	-8	-2	i	-7	0.3	1556	-0.77	-0.31	-0.51	1	.	.
Cc1onc(-c2ccccc2Cl)c1C(=O)Nc1ccc(S(=O)(=O)NCC2CCCO2)cc1 (stereo not drawn)	1	713	-5.8%	2.3	1.2	28	-1.5%	1	2	i	4	.	.	-0.15	-0.27	0.047	-0.43	-0.7	1304
CC(C)(C)NC(=O)CN(CCc1ccccc1)C(=O)c1csnn1	4	683	-0.8%	.	.	.	-0.1%	-8	-11	i	-13	0.4	1579	-0.68	-0.3	-0.051	0.5	.	.
COc1cccc(C(C(=O)NC2CCCC2)N(CC2CCCO2)C(=O)Cc2cccs2)c1 (stereo not drawn)	0	712	-4.3%	3.4	1.7	6.0	0.3%	5	12	i	9	-2.1	1043	-1	-0.26	-0.4	0.8	-1.2	1572
Cc1ccc(C)c(N2CCN(C(=O)CCc3nc4ccccc4[nH]3)CC2)c1	-10	740	-3.1%	4.2	2.5	5.4	5.3%	10	7	i	3	1.1	526	-0.94	-0.24	0.049	0.37	0.69	1398
O=C(CCNc1n[nH]c(=O)[nH]c1=O)N/N=C\c1ccc(Br)cc1	-12	722	.	.	.	.	.	.	.	.	.	1.1	1252	-0.9	-0.22	-0.13	1.3	-0.42	1105
CCCCNC(=O)c1onc(CSc2cccc(Cl)c2)c1C(=O)O	.	.	-4.6%	3.2	1.8	8.1	0.5%	8	18	i	-1	-1.1	1314	0.49	-0.13	-0.54	-0.023	0.02	1656
CCOc1ccc2nc(N3CCCCCC3)sc2c1	.	.	-4.4%	4.7	2.9	4.0	-2.9%	6	0	i	1	.	.	-0.72	-0.33	-0.23	0.79	.	.
C=CCc1c(C)c(C#N)c2nc3ccccc3n2c1NCCN(C)C	.	.	-7.2%	2.1	1.6	15	-0.8%	70*	59*	i	16	-1.6	1454	-0.095	-0.16	0.32	0.15	-0.69	1289
COc1ccc(Cn2nnnc2C(c2ccc(F)cc2)N2CCN(C3CCCC3)CC2)cc1 (stereo not drawn)	.	.	-2.5%	3.9	1.2	1.3	0.2%	-17	-3	i	-37	1.2	1114	0.96	-0.22	1.2	-1.4	-1.1	1336
COc1cc2c(cc1OC)CN(C(=O)CSc1nc3[nH]ncc3c(=O)n1-c1ccccc1)CC2	-4	694	-3.9%	3.4	2.2	6.8	.	-8	-6	.	.	-3.8	1196	-0.92	-0.25	-0.33	0.45	1.3	2001
C=CCNCCOc1ccc(C)cc1[N+](=O)[O-]	30	703	-3.7%	0.7	1.2	1.8	1.0%	-18	7	i	3	-0.8	1077	0.62	-0.18	0.16	-0.72	.	.
O=C(NCc1ccc2c(c1)OCO2)c1ccc(CS(=O)(=O)c2ccc(Br)cc2)o1	.	.	-6.2%	3.2	4.1	7.3	0.0%	5	-3	i	0	.	.	-0.6	-0.24	-0.19	0.57	1.6	872
CCc1cc2c(=O)c(-c3ccc4c(c3)OCCO4)coc2cc1OS(C)(=O)=O	8	699	-6.1%	11	23	22	-4.6%	-4	5	i	9	5.0	976	-0.039	-0.22	0.064	0.098	-0.11	1297
Cc1cc(Cl)ccc1OCC(=O)N1C(C)CCCC1C (stereo not drawn)	-25	640	-4.9%	4.3	1.9	6.8	0.3%	4	-16	i	0	-1.2	1019	1.2	-0.18	0.54	-1.9	.	.
O=S(=O)(NCC1CCCO1)c1ccc(-c2ccc(S(=O)(=O)NCC3CCCO3)cc2)cc1 (stereo not drawn)	-18	580	0.2%	2.4	3.4	5.1	-1.2%	-7	11	i	23	1.4	1553	-0.55	-0.25	-0.13	0.74	-0.99	937
Cc1c(NC(=O)c2ccco2)cccc1C(=O)NN1C(=O)c2ccccc2C1=O	3	656	-4.3%	6.0	3.3	5.7	-0.6%	-8	-3	i	3	4.6	838	-0.043	-0.077	0.44	0.73	-0.32	1600
COc1ccc(C2CC(=O)C(C=NCCN3CCN(C(C)=O)CC3)=C(O)C2)cc1 (stereo not drawn)	-5	742	-3.9%	2.0	1.2	0.8	0.2%	3	2	i	7	0.2	1140	0.91	-0.24	0.45	-0.041	0.71	1231
CCC1(c2ccccc2)NC(=O)N(CC(=O)Nc2cccc(C#N)c2)C1=O (stereo not drawn)	24	860	-8.0%	3.2	2.0	3.8	0.4%	20	8	i	-4	-7.4	1223	-0.42	-0.05	-0.12	0.43	0.13	848
O=c1[nH]c2ccccc2c(=O)n1CCCO	14	785	-1.2%	1.3	0.9	11	-0.7%	-20	-10	i	7	.	.	-0.74	-0.26	-0.37	0.64	.	.
COc1ccccc1N1CCN(C2=NS(=O)(=O)c3ccccc32)CC1	0	579	-1.7%	4.8	2.4	6.3	-3.0%	0	-4	i	3	-1.0	989	0.27	-0.27	-0.041	0.19	0.15	1789
CC(C)[C@H](NC(=O)c1ccccc1)C(=O)OCC(=O)Nc1ccc2c(c1)OCCO2	-1	706	-6.2%	5.9	1.9	6.5	-1.2%	-10	-3	i	6	-4.0	1147	0.3	-0.14	-0.029	-0.16	0.19	1425
Cc1nc(C(=O)NNC(=O)c2ccccc2Cl)c(C(F)(F)F)o1	4	738	.	.	.	.	.	.	.	.	.	-3.6	1164	-0.5	-0.22	-0.28	0.38	-0.1	1423
CCOC(=O)C1(CCCc2ccccc2)CCN(C(=O)c2cnn(CC)c2)CC1	-1	686	-4.6%	1.7	0.8	9.0	7.2%	14	-21	i	33	-4.7	1086	0.52	0.044	-0.014	0.65	-1	1555
COCCN(C(=S)Nc1ccc(C)cc1)C(C)c1cccnc1 (stereo not drawn)	-14	701	-13%	4.2	3.1	7.9	-4.2%	-5	-24	i	-1	-0.3	1067	1.2	-0.19	0.96	-0.93	-0.09	1266
O=C(CC1SCCNC1=O)Nc1cccc(C(F)(F)F)c1 (stereo not drawn)	.	.	-3.1%	3.5	2.3	9.8	-0.9%	-9	-7	i	-8	-4.3	1016	-0.48	-0.19	0.18	-0.3	-0.89	1264
Cc1cc(NN)nc(NS(=O)(=O)c2ccccc2Cl)n1	-5	732	-6.4%	1.9	2.5	4.9	0.9%	-16	-11	i	-1	-2.2	1145	-0.18	-0.35	-0.18	0.75	-0.43	1492
COc1ccc2c(C)cc(=O)oc2c1C	.	.	-3.5%	2.7	2.0	7.6	0.2%	21	18	i	-6	2.0	1135	-0.92	-0.081	-0.28	1.8	-0.47	586

Single entries from the entries so far.
CCc1cc2c(=O)c(-c3ccc4c(c3)OCCO4)coc2cc1OS(C)(=O)=O in WT yeast gro inh is entered as -4
CCC1(c2ccccc2)NC(=O)N(CC(=O)Nc2cccc(C#N)c2)C1=O (stereo not drawn) in XIAP antagonists is entered as -8.0%

Further results follow.
SMILES	Hep lipid drop	Hep lipid drop cells 6.5 µM	XIAP antagonists	MT stabilize HCS	MT stabilize HCS Hoechst-high %	MT stabilize HCS cytotoxicity %	ER stress rescue	WT yeast gro inh	WT yeast gro inh mutant strain	Autophagy HCS	Autophagy HCS cell loss 18 h	bCat nuc transl	bCat nuc transl cell count 5 µM	Dynein cargo inh	Dynein cargo inh cytoplasmic EGFP	Dynein cargo inh nuclear GR-EGFP	Dynein cargo inh cell count	Insulin prom up	Insulin prom up cell count
O=C(OCC(=O)C12CC3CC(CC(C3)C1)C2)c1cccnc1Cl	20	647	-7.2%	2.6	1.5	2.0	-2.6%	15	2	i	-8	-3.2	1006	-0.34	-0.17	0.44	-0.96	0.16	1304
COc1ccc(C(=O)/C=C/Nc2cccc(O)c2)cc1	0	793	-6.1%	1.0	0.7	9.7	-5.9%	3	-4	i	2	-4.2	1075	-1.5	-0.18	-0.54	0.95	1	828
CCc1ccc(OCC(=O)NNC(=O)c2nn(CC)c(=O)c3ccccc23)cc1	5	676	-10%	5.2	1.9	12	0.4%	-4	10	i	4	-1.0	1058	-1.2	-0.28	-0.72	0.05	1.3	1039
Cc1ccc(S(=O)(=O)Nc2ccc3[nH]c(=O)[nH]c3c2)c(C)c1	6	726	4.5%	2.3	2.1	5.0	-0.1%	-12	-8	i	-6	0.0	1411	-0.2	-0.37	-0.6	0.78	.	.
O=S(=O)(c1ccc(S(=O)(=O)n2cnc3ccccc32)cc1)N1CCCCCC1	.	.	0.8%	1.5	1.1	8.9	0.8%	19	10	i	-1	-1.0	1197	-0.4	-0.046	-0.018	0.25	-1.1	1420

Source: PubChem
